SKN-1 inh: suppressors of acrylamide-induced Pgst-4::GFP reporter in worms, primary screen, SKN-1 inhibitor project, whole organism, uHTS, GFP/RFP fluorescence ratio, strain VP596; C. elegans VP596 Pgst-4::GFP/RFP ratio, 24 h; AID 624304, 2012; 360,000 compounds, 0.49% hits; inhibition, % at 21.8 µM;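 active means interference check ratio from 0.5 to 1.5 plus GFP to RFP signal ratio inhibition reaching or exceeding a fixed threshold, cut at about 30% in these data, passing the limit was not always enough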; further: some compounds called inactive have numbers as strong as hits
FAS-TE inh: FAS thioesterase domain inhibitors, primary screen, biochemical, fluorescence intensity, uHTS; Fatty acid synthase (Homo sapiens), P49327; inhibition, % at 15 µM; AID 602261, 2012; recombinant FAS-TE, OMFH fluorogenic substrate, fluorescence endpoint; 360,000 compounds, 0.67% hits;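 active means compounds whose normalised, plate-corrected inhibition of enzyme fluorescence in the single-dose primary screen is 50% or more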;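 further: 0% = DMSO with enzyme and 100% = substrate without enzyme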
Target sequence (P49327 whole entry, looked up, the tested form may be a part): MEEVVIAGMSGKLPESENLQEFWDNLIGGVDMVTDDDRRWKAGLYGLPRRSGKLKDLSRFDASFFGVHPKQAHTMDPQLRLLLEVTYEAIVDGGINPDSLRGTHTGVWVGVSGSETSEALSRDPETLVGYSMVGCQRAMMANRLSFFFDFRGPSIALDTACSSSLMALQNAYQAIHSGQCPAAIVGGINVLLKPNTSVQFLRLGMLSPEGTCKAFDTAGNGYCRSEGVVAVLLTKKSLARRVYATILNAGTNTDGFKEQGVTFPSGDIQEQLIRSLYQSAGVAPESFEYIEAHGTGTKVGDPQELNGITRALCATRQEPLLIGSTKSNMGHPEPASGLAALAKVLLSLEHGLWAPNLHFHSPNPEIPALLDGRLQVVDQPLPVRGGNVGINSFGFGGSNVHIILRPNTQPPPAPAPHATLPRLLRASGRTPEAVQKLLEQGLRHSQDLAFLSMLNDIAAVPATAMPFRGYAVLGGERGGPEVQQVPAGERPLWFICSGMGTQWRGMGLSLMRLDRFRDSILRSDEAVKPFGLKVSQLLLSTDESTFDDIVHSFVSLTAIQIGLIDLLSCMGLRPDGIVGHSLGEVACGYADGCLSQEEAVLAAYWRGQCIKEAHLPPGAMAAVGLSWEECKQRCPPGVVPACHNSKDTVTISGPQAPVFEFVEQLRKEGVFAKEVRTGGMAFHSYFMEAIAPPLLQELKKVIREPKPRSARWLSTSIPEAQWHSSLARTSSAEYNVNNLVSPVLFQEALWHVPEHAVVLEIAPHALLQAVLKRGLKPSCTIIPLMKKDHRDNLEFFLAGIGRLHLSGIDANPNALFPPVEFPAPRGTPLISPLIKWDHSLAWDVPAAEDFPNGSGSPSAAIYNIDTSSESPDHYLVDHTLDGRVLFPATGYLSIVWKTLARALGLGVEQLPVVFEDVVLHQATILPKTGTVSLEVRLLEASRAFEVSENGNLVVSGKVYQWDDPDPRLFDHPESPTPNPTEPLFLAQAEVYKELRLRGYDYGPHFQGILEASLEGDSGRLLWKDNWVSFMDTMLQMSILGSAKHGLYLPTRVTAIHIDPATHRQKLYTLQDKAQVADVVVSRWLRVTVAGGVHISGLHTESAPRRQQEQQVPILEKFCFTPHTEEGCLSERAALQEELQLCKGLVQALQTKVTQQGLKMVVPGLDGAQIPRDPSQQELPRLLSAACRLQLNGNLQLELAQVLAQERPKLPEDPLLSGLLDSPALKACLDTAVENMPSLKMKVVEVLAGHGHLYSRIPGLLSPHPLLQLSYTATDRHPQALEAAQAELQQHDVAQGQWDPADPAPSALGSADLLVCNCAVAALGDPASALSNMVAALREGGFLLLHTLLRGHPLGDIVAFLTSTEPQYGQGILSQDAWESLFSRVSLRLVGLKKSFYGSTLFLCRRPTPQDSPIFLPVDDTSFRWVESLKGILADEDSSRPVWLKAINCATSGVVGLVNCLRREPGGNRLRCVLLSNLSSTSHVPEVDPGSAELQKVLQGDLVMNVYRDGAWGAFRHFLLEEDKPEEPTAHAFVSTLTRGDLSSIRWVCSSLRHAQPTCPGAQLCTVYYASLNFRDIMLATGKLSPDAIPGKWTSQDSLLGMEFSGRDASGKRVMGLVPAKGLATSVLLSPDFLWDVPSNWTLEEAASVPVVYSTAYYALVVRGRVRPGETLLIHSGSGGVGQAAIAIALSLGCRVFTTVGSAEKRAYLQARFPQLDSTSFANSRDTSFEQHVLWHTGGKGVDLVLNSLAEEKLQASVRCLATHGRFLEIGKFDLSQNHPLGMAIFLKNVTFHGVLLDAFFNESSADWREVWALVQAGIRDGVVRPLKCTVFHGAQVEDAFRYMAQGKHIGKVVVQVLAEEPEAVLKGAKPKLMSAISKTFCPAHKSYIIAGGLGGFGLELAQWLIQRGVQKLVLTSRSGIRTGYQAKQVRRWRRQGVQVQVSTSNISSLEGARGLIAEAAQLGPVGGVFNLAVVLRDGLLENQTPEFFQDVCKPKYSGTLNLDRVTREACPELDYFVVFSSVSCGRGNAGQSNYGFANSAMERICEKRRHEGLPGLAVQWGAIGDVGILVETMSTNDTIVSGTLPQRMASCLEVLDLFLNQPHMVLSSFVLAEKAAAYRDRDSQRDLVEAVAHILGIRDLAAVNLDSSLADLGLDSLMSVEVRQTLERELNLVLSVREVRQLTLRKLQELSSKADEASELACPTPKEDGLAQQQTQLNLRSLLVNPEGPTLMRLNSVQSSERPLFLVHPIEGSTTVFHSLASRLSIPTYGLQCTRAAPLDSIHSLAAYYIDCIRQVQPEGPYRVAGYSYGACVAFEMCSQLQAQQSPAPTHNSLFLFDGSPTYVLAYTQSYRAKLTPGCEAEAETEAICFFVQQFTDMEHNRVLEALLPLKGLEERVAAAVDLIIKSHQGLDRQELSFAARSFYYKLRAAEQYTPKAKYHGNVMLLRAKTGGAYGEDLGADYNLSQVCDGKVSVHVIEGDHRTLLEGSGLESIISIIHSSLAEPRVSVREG
MT1-MMP act inh: blockers of MT1-MMP proenzyme processing, primary screen, HT1080 RFP-PRO-GFP cells, GFP/RFP fluorescence | AID 651647, 2012 | GFP/RFP ratio change, % at 20 µM | GFP/RFP ratio fluorescence, overnight; percent of plate control window, DMSO zero | Matrix metalloproteinase-14 (Homo sapiens), P50281 | 360,000 compounds, 0.061% hits;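 active means GFP/RFP ratio change of at least 30% with cell ATP level not reduced by more than half and red fluorescence within 50% of control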; further: strong numbers were not always called active
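system = RFP-PRO-GFP reporter HT1080 cells | dosing = 20 µM single dose, 1% DMSO | timing = overnight cell settling, then overnight compound exposure, 37 °C, 5% CO2 | read-out basis = GFP/RFP fluorescence ratio | controls = DMSO and RFP-L50D-GFP cell wells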
E coli Lon inh: inhibitors of E. coli Lon protease, primary screen, biochemical, fluorescence polarization; AID 602123, 2011; P0A9M0; purified E. coli Lon protease; 360,000 compounds, 0.42% hits; inhibition, % at 7.94 µM; in the data active means inhibition above about 13%, passing the limit was not always enough;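 further: 0% = enzyme with probe and DMSO and 100% = no enzyme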
MsrA act: bovine MsrA enzyme activators, primary screen, biochemical, absorbance, HTS; AID 602163, 2012; 360,000 compounds, 0.3% hits; Methionine sulfoxide reductase A (Bos taurus); purified bovine MsrA, absorbance read-out; activation, % at 10.6 µM; in the data active means activation above about 7.5%;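 further: 0% = vehicle and 100% = reference activator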
PABP1 MLLE inh: inhibitors of PABP1 MLLE–PAM2 peptide binding, primary screen, biochemical, fluorescence polarization, FITC-PAM2, GST-MLLE; Polyadenylate-binding protein 1 (Homo sapiens), P11940; inhibition, % at 20 µM; 360,000 compounds, 0.36% hits; in the data active means inhibition above about 35%, passing the limit was not always enough;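 further: plate controls were DMSO wells with GST-MLLE for no effect and wells lacking GST-MLLE protein for full effect; some results filed as inactive read as strong as hits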
NRP1-CendR mod: modulators of CendR peptide binding to NRP-1, primary screen, biochemical, fluorescence polarization, uHTS. inhibition, % at 25 µM. FAM-RPARPAR peptide binding to NRP-1. AID 602438, 2012. 360,000 compounds, 0.85% hits;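 active means inhibition or corrected inhibition above about 18%, plus a signal ratio from 0.5 to 1.5, limit read from the data, passing the limit was not always enough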; further: strong numbers were not always called active
Rin1 Abl inh: inhibitors of Rin1-Abl protein binding, primary screen, biochemical, TR-FRET; inhibition, % at 7.35 µM; Tyrosine-protein kinase ABL1 (Homo sapiens) + Ras and Rab interactor 1 (Homo sapiens), …; AID 588664, 2011; 360,000 compounds, 0.4% hits; in the data active means inhibition above about 5%, passing the limit was not always enough
Neddyl block: inhibitors of cullin neddylation, primary screen, biochemical, TR-FRET, uHTS, NAE and Ubc12 | AID 651699, 2012 | calls only at 25 µM | 360,000 compounds, 0.58% hits | NEDD8-conjugating enzyme Ubc12 (Homo sapiens) + NEDD8-activating enzyme E1 regulatory …; in the data active means inhibition above about 36%
The depositor's hits bear a star; i = inactive; / = no result given; + = active, no number. Not a hit list; 4% or so of the library scored in one or more.

cpd	SMILES	SKN-1 inh	FAS-TE inh	MT1-MMP act inh	E coli Lon inh	MsrA act
1	NC(=O)CSc1nc(-c2ccccc2Cl)ns1	-8	-6	-2	-6	-2
2	Cn1c(=O)oc2cc(S(=O)(=O)NCCC(=O)N3CC=C(c4ccccc4)CC3)ccc21	5	7	-8	-2	-5
3	O=C1C(=O)c2cccnc2-c2ncccc21	-2	1	-15	11	95*
4	CCOC(=O)C(CCCOc1cccc(OC)c1)C(=O)OCC	13	12	4	-1	-5
5	Cc1onc(-c2c(F)cccc2Cl)c1C(=O)NCCCN1CCOCC1	-1	-6	0	-1	1
6	CN(CC(=O)Nc1ccc(F)cc1)C(=O)c1ccncc1	-5	-6	-1	2	-3
7	Cc1cnc(C(=O)NCc2ccc(Cl)cc2Cl)cn1	-7	-3	-7	0	-1
8	O=C(CCCn1c(=O)[nH]c2ccsc2c1=O)Nc1ccc(F)cc1	-3	-6	8	-2	-6
9	CCNC(=O)c1cc2ccccc2o1	5	-9	-1	-7	-3
10	COc1ccccc1-n1cc2ccc([N+](=O)[O-])cc2n1	4	0	-5	-8	-6
11	O=C(CN1CCOCC1)N1CCN(c2ccc([N+](=O)[O-])cc2)CC1	-1	-2	3	12	-5
12	O=C(Cn1cnc2c(cnn2-c2ccccc2)c1=O)N1CCOCC1	-7	-5	0	-4	-1
13	CCOC(=O)C1=C(N)N2C(=O)C(C)SC2=C(C(=O)OC)C1c1ccccc1OC (stereo not drawn)	13	16	4	-4	-10
14	COc1ccc(NC(=O)COC(=O)C2CCN(S(=O)(=O)c3cccs3)CC2)cc1OC	3	-10	-2	-1	1
15	CCOC(=O)CNC(=O)CSc1nc(NCc2ccccc2)nc(N(C)C)n1	19	-6	5	-3	-2

cpd	PABP1 MLLE inh	NRP1-CendR mod	Rin1 Abl inh	Neddyl block
1	-10	-9	-1	i
2	18	-3	-3	i
3	28	27*	50*	i
4	-4	4	3	i
5	4	1	0	i
6	15	8	0	i
7	-12	4	0	i
8	2	13	-1	i
9	0	-2	-4	i
10	13	1	-2	i
11	-7	-1	-2	i
12	4	10	2	i
13	10	-6	3	i
14	-20	-5	-1	i
15	1	2	0	i

Carrying on.
cpd	SMILES	SKN-1 inh	FAS-TE inh	MT1-MMP act inh	E coli Lon inh	MsrA act
16	O=C(OCC(=O)N1CCCc2ccccc21)c1ccc(S(=O)(=O)C(F)F)cc1	12	9	4	-3	-1
17	CCc1ccc2nc(SCC(=O)N3CCCCC3)c(C#N)cc2c1	12	25	-6	-5	-3
18	COc1ccc(CCC(=O)N2CC(C)OC(C)C2)cc1 (stereo not drawn)	25	-3	2	6	-2
19	O=S(=O)(Nc1ccccc1)c1ccc(S(=O)(=O)N2CCCC2)cc1	12	-3	-3	-18	1
20	Cc1c(Cl)cccc1NC(=S)N1CCC(N(C)CC2CCCO2)CC1 (stereo not drawn)	-10	-3	5	-5	-5
21	CC(C)(C)c1nc(SCC(=O)c2ccccc2)c2ccccc2n1	9	20	-3	6	-7
22	CC1(C)Cc2c(C#N)c(OCC(=O)c3ccccc3)nc(-c3ccoc3)c2CO1	-21	6	5	1	-2
23	CC(C)(C)CC(=O)N1CCN(Cc2ccc3c(c2)OCO3)CC1	3	-1	-2	-4	-1
24	COc1ccccc1NC(=O)CSc1nc(O)cc(=O)n1-c1ccccc1OC	4	-7	9	-6	-12
25	CCOc1ccc(N(CC(=O)NCc2ccco2)S(C)(=O)=O)cc1	9	-6	0	-6	-2
26	O=C(NCC1CCCO1)Nc1ccc(Cl)cc1 (stereo not drawn)	6	-8	5	3	-1
27	COc1ccc(-c2nnn(CC(=O)NCc3ccc4c(c3)OCO4)n2)cc1OC	-3	1	4	-7	-2
28	Cc1ccc(CNC(=O)Cc2cn(C)c3ccccc23)cc1	4	3	1	3	-1
29	O=c1sc2ccccc2c(=O)n1Cc1ccccc1F	18	16	6	8	-1
30	O=C(Nc1ccncc1)c1ccc2c(c1)C(=O)N(CC1CCCO1)C2=O (stereo not drawn)	5	-9	3	-4	-3

cpd	PABP1 MLLE inh	NRP1-CendR mod	Rin1 Abl inh	Neddyl block
16	-21	-4	2	i
17	-15	-1	-1	i
18	-6	7	-1	i
19	5	-1	3	i
20	-5	6	-4	i
21	22	-3	0	i
22	7	-10	1	i
23	0	2	1	i
24	8	21	-1	i
25	4	2	-1	i
26	-7	6	1	i
27	-5	-2	0	i
28	-1	-2	4	i
29	16	11	1	i
30	3	0	-1	i

Next part (4 carried over from the part before).
cpd	SMILES	SKN-1 inh	FAS-TE inh	MT1-MMP act inh	E coli Lon inh	MsrA act
27	COc1ccc(-c2nnn(CC(=O)NCc3ccc4c(c3)OCO4)n2)cc1OC	-3	1	4	-7	-2
28	Cc1ccc(CNC(=O)Cc2cn(C)c3ccccc23)cc1	4	3	1	3	-1
29	O=c1sc2ccccc2c(=O)n1Cc1ccccc1F	18	16	6	8	-1
30	O=C(Nc1ccncc1)c1ccc2c(c1)C(=O)N(CC1CCCO1)C2=O (stereo not drawn)	5	-9	3	-4	-3
31	CCCC(=O)NCCc1cc2ccc(C)c(C)c2[nH]c1=O	-3	-3	13	-5	-4
32	COc1ccc(S(=O)(=O)N(C)C[C@@H]2OCc3cnnn3CCCC(=O)N([C@H](C)CO)C[C@H]2C)cc1	-7	-7	1	-4	-2
33	O=C(OC(C(=O)NCc1ccc2c(c1)OCO2)c1ccccc1F)c1ccco1 (stereo not drawn)	-19	9	0	-2	-2
34	CCOC(=O)c1sc(NC(=O)CN(CC)CC)c(C(=O)OCC)c1C	9	3	-5	0	1
35	CCCc1c(-c2cccc(Cl)c2)ncn1Cc1ccccc1OC	-6	21	1	1	-2
36	O=C(O)CCN(Cc1ccccc1)S(=O)(=O)c1ccc(Cl)cc1F	13	-4	-2	-4	0
37	Cn1c(C(C#N)/C(=N\S(=O)(=O)c2cccs2)c2ccccc2)nc2ccccc21 (stereo not drawn)	1	-2	2	-8	-9
38	CCC(NC(=O)CN1CCN(C(=O)c2cccs2)CC1)c1ccc(C)cc1 (stereo not drawn)	-8	-4	-1	-23	0
39	COc1ccccc1CNC(=O)c1cc2ccccc2oc1=O	18	0	3	3	-2
40	COc1cccc(NC(=O)CN(C)C(=O)/C=C/c2ccc(S(=O)(=O)N3CCCCCC3)cc2)c1	-1	9	5	-13	-1
41	Cc1nnc2n(c1=O)C(CS(=O)(=O)c1ccc3ccccc3c1)CS2 (stereo not drawn)	-5	-8	-2	1	-4
42	CSCCC1NC(=O)N(CC(=O)Nc2ccc(Cl)c(S(=O)(=O)N3CCOCC3)c2)C1=O (stereo not drawn)	16	-4	1	-2	-11
43	O=C(CN1CCN(S(=O)(=O)c2ccc(F)cc2)CC1)Nc1ccc2c(c1)OCO2	13	-5	-5	6	-12
44	CCCCCCCC[n+]1cccc(C(=O)N2c3c(nc(N)[nH]c3=O)NC(C)C2C)c1 (stereo not drawn)	6	-11	-1	-14	-4
45	COc1ccc(Cl)cc1NC(=O)c1nnn(CC(=O)Nc2ccc(C)c(C)c2)c1N	-1	-4	3	4	-4

cpd	PABP1 MLLE inh	NRP1-CendR mod	Rin1 Abl inh	Neddyl block
27	-5	-2	0	i
28	-1	-2	4	i
29	16	11	1	i
30	3	0	-1	i
31	17	7	-4	i
32	-11	-4	3	i
33	6	-11	0	i
34	6	0	-1	i
35	/	-1	/	i
36	8	-3	4	i
37	-10	7	-1	i
38	3	-4	-1	i
39	1	8	-1	i
40	-14	16	-5	i
41	-3	9	0	i
42	-2	1	3	i
43	9	-8	-2	i
44	-138	9	-1	i
45	-3	6	-2	+

In a second layout: entries from further up.
nr | compound | SKN-1 inh | FAS-TE inh | MT1-MMP act inh | E coli Lon inh | MsrA act | PABP1 MLLE inh | NRP1-CendR mod | Rin1 Abl inh | Neddyl block
38 | CCC(NC(=O)CN1CCN(C(=O)c2cccs2)CC1)c1ccc(C)cc1 (stereo not drawn) | -8 | -4 | -1 | -23 | 0 | 3 | -4 | -1 | i
36 | O=C(O)CCN(Cc1ccccc1)S(=O)(=O)c1ccc(Cl)cc1F | 13 | -4 | -2 | -4 | 0 | 8 | -3 | 4 | i

Next part
cpd	SMILES	SKN-1 inh	FAS-TE inh	MT1-MMP act inh	E coli Lon inh	MsrA act
46	O=C(NNC(=O)C1CCCO1)c1ccc(Cl)cc1 (stereo not drawn)	5	-7	-2	6	0
47	O=C(O)C1=C(C(=O)N2CCN(C(=O)c3ccco3)CC2)CCCC1	1	-10	2	-1	-3
48	CCN(CC)c1ccc(/C=N/Nc2nn[nH]n2)cc1	-6	-8	1	-1	-10
49	CCOc1ccc(NC(=O)c2cccc(-n3cnnn3)c2)cc1	6	12	6	12	-4
50	CCC(C(=O)NCc1ccco1)N(C(=O)CNS(=O)(=O)c1ccccc1)C1CCCCC1 (stereo not drawn)	9	-1	-3	-6	-2
51	CCCCN=Cc1c(C)[nH]n(-c2ccccc2)c1=S	5	1	6	0	4
52	Cc1cc(O)cc2c1C(c1ccc(F)cc1)CC1(CC(C)(C)NC(=S)N1)O2 (stereo not drawn)	-2	0	-2	-1	-3
53	COc1ccc(CNC(=O)COc2ccc(S(=O)(=O)NC(C)C)cc2)cc1	4	-4	-4	-6	-1
54	CCn1c(CNC(=O)c2ccc(OC)cc2)nnc1SC	1	-11	2	5	-2
55	COc1ccc2c(c1)c([C@@H]1[C@H](C)[C@H]3CCCC[C@H]3CN1S(=O)(=O)c1ccc(C)cc1)cn2C	-1	18	-9	-4	-1
56	COc1ccc(OCC(=O)N/N=C(\C)c2cccs2)cc1	-11	-2	-2	6	0
57	CCc1nc(CN(C)C(=O)C2CCC(=O)N(CCc3cccc(F)c3)C2)no1 (stereo not drawn)	-5	-3	0	-1	-4
58	CCN(CC(=O)Nc1ccccc1C(F)(F)F)C(=O)CSCc1c(C)noc1C	6	-6	0	6	-4
59	CSc1ccc(CCNC(=O)c2ccc(CS(=O)Cc3ccccc3Cl)o2)cc1 (stereo not drawn)	-8	5	3	-1	-3
60	O=C(OCc1nc2ccccc2s1)c1ccc([N+](=O)[O-])o1	23	-2	/	3	-10
61	Cc1ccc(NC(=O)CSCC(=O)N2CCN(C(=O)c3ccco3)CC2)cc1	4	-6	6	-6	-1
62	Cn1c(=O)[nH]c(=O)c2c1ncn2CCN1CCCCC1	12	-3	4	-4	1

cpd	PABP1 MLLE inh	NRP1-CendR mod	Rin1 Abl inh	Neddyl block
46	-3	16	2	i
47	3	-11	-2	i
48	-123	2	-6	i
49	4	-2	0	i
50	2	3	-1	i
51	-14	9	2	i
52	-121	4	-3	i
53	-13	5	-1	i
54	-5	-8	-2	i
55	-5	-8	-3	i
56	-5	8	-2	i
57	-8	-5	-2	i
58	-1	-9	0	i
59	-10	8	-3	i
60	-6	-4	3	i
61	2	2	0	i
62	8	6	0	i

Source: PubChem (several laboratories)
